FXN GAA850 act – activators of GAA850 frataxin (FXN) promoter. HEK293 lucGAA850 FXN promoter luciferase reporter, 24 h; percent of 10 µM SAHA response. activation, % at 6 µM. actives 0.56% (n = 360,000). AID 540364;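 active means activation above the average of all compounds screened plus 3 SD, cutoff fixed separately per campaign, cut at about 7.5% in these data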;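 further: 0% = DMSO wells and 100% = 10 µM SAHA wells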
GC-A act – GC-A (human) enzyme activation; actives 0.14% (n = 370,000); HEK293 GC-A cells, cGMP TR-FRET, EC30 ANP; 0% at EC30 ANP, 100% saturating ANP; activation, % at 10 µM; AID 1671463; P16066; in the data active means activation above about 40%
HGIII-sPLA2 inh – Inhibits HGIII-sPLA2 liposome hydrolysis, primary screen. actives 0.56% (n = 370,000). Q9NZ20. AID 743126. inhibition, % at 12.2 µM. QFRET BODIPY PC-A2 liposome hydrolysis, fluorescence;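 active means inhibition above mean plus 3 SD of compounds lying within the high and low control bounds, cut at about 19% in these data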;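 further: 0% = median of test compound wells and 100% = no enzyme DMSO wells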
Tn6 DDE FP – DD(E)-Tn6 binding inhibition, primary FP screen; P02675; Fibrin DD(E) TRITC-Tn6 fluorescence polarization displacement; inhibition, % at 8.3 µM; actives 0.21% (n = 370,000);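 active means inhibition above a per-campaign cutoff: mean of compounds within control limits plus 3 SD, cut at about 15% in these data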;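 further: 0% = median of all compound wells on the plate and 100% = blocking peptide control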
Target sequence (P02675 whole entry, looked up): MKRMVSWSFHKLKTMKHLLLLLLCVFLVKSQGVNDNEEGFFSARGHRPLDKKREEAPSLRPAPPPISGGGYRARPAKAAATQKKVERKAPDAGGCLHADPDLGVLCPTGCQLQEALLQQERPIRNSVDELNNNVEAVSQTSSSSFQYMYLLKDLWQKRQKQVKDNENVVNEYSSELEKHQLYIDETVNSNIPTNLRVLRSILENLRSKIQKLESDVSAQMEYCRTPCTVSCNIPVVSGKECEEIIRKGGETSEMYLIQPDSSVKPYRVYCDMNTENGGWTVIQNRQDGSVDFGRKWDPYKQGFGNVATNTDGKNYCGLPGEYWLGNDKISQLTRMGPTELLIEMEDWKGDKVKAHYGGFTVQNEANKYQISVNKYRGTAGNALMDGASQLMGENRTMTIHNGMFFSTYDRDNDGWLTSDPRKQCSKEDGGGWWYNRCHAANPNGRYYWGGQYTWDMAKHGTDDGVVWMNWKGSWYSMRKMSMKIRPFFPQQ
KLK7 zymogen act – activates the human kallikrein-7 zymogen. P49862. purified proKLK7, EDANS-DABCYL substrate fluorescence; 100% is mature enzyme control, 0% vehicle. activation, % at 7 µM. actives 0.9% (n = 370,000). AID 652039;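 active means activation above the mean of all tested compounds plus 3 SD, computed per campaign excluding outliers beyond control limits, cut at about 13% in these data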
ADAM10 inh – inhibits human ADAM10. O14672. recombinant ADAM10, EDANS/DABCYL FRET peptide cleavage, 3 h. inhibition, % at 7 µM. actives 0.62% (n = 370,000);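 active means inhibition above a per-campaign cutoff equal to the mean of compounds falling between control-based bounds plus 3 SD, cut at about 20% in these data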;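 further: 0% = DMSO wells while the 100% control is not disclosed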
ARFGAP1 inhibitor – inhibitors of rat ARFGAP1 | Arfgap1-stimulated ARF1 GTP hydrolysis, GDP FP detection | Q62848 | inhibition, % at 16.5 µM | actives 0.26% (n = 360,000);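 active means inhibition above a per-plate limit, mean inhibition of low control wells plus 3 SD, cut at about 25% in these data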;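 further: 0% = DMSO wells with enzyme and 100% = wells lacking Arfgap1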
Target sequence (Q62848 1-136 limits assumed): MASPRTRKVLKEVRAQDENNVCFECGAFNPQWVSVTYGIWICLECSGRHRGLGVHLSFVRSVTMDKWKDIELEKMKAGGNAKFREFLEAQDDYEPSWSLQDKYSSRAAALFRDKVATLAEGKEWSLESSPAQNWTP
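Material: rat Arfgap1 GAP domain (His6, aa 1-136), purified enzyme. Also added: human ARF1(Δ1-17)-GTP substrate. Compound dosing: 16.5 µM single point, 1.26% DMSO. Timing: enzyme reaction 120 min at 25 °C after 20 min preincubation. Signal: GDP detection by fluorescence polarization. Read-out basis: percent inhibition of GAP-stimulated GDP formation, scaled between DMSO and no-Arfgap1 medians.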
rCAG binder – binds r(CAG) RNA repeats. inhibition, % at 3 µM. AID 651821. actives 1.3% (n = 370,000). r(CAG) RNA repeat, TO-PRO-1 dye displacement fluorescence;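 active means inhibition above the plate cutoff, the mean of all test compounds on that plate plus 3 SD, cut at about 35% in these data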;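 further: 0% = DMSO alone and 100% = 100 µM mitoxantrone as full dye displacement; higher means more dye released from RNA so lower well fluorescence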
ASAP1 inh – ASAP1 ArfGAP inhibition. Q9ULH1. inhibition, % at 16.5 µM. ASAP1-stimulated ARF1 GTP hydrolysis, GDP FP detection. actives 0.19% (n = 360,000); in the data active means inhibition above about 25%;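 further: 0% = vehicle with enzyme and substrate and 100% = no enzyme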
Target sequence (Q9ULH1 325-724 limits assumed): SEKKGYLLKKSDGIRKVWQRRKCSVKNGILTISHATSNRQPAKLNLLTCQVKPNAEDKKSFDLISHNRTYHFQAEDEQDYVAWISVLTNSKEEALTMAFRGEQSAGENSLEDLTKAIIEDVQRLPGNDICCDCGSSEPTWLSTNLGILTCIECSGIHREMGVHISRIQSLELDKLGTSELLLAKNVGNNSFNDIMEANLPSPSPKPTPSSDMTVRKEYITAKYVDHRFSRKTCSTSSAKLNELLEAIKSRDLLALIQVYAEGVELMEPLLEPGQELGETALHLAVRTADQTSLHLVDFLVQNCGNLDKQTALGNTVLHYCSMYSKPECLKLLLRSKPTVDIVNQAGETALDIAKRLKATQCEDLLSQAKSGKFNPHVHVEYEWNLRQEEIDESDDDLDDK
GC-B act – GC-B (human) receptor activation; P20594; HEK293-GC-B cells, CNP EC30, cGMP TR-FRET; 0% at EC30 CNP, 100% saturating CNP; activation, % at 10 µM; actives 0.11% (n = 370,000);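 active means activation at 10 µM reaching about 35% in either raw or pattern-adjusted values, limit read from the data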
Numbers without * were called inactive; i = inactive; nt = not tested or not shown.

Short forms: A = FXN GAA850 act; B = GC-A act; C = HGIII-sPLA2 inh; D = Tn6 DDE FP; E = KLK7 zymogen act; F = ADAM10 inh; G = ARFGAP1 inhibitor; H = rCAG binder; I = ASAP1 inh; J = GC-B act
(1) C/C(CC(=O)Nc1c(C)cc(C)cc1C)=N\NC(=O)c1cnccn1
  A: 3.5; B: 2.8; C: -11.9; D: 3.3; E: -0.5; F: -2.2; G: 5.2; H: -2.9; I: -4.7; J: -0.4

(2) S=C1NCCc2ccccc2C1c1ccccc1Cl (stereo not drawn)
  A: -1.5; B: 0.5; C: 0.7; D: -2.4; E: 0.3; F: -9.5; G: 14.4; H: -0.3; I: -12.0; J: 7.3

(3) CC1CCc2c(sc3nc(SCC(=O)NCc4ccco4)nc(N)c23)C1 (stereo not drawn)
  A: 2.7; B: -1.8; C: -18.2; D: -2.2; E: 0.3; F: -30.6; G: 4.3; H: 10.1; I: -6.6; J: 1.8

(4) COc1ccc(OCc2nc3ccccc3[nH]2)cc1
  A: 3.9; B: -4.3; C: -2.2; D: -2.7; E: -0.5; F: 5.8; G: -8.3; H: 3.4; I: 6.6; J: -2.8

(5) O=C(O)c1cccc(NC(=O)c2cc(S(=O)(=O)N3CCOCC3)cs2)c1
  A: 1.8; B: 2.1; C: -1.4; D: 5.4; E: -0.1; F: -13.6; G: -5.0; H: -0.8; I: -10.5; J: 0.7

(6) O=C1NC(Cc2ccc(O)cc2)c2nc3ccc(Br)cc3c(=O)n2-c2cc3ccccc3cc21 (stereo not drawn)
  A: -13.9; B: 0.1; C: -22.2; D: -5.4; E: -0.9; F: 9.0; G: 4.4; H: 17.4; I: 1.5; J: 31.1

(7) CCCCCc1cc(=O)oc2c(C(CCN3CCCC(C)C3)c3ccc4c(c3)OCO4)c(OC)cc(OC)c12 (stereo not drawn)
  A: -0.2; B: -5.1; C: 6.0; D: -2.9; E: -0.7; F: -6.9; G: 9.3; H: 5.4; I: 5.2; J: -3.8

(8) Cc1ccc(-c2nnc(SCC(=O)Nc3ccc(Oc4ccccc4)cc3)n2-c2ccc(Cl)cc2)cc1
  A: nt; B: 1.1; C: -0.2; D: 1.5; E: 0.0; F: 3.4; G: nt; H: 7.7; I: nt; J: 7.3

(9) O=C1NC2=C(C(=O)c3ccccc32)C(c2ccccc2)N1 (stereo not drawn)
  A: 1.5; B: 10.5; C: 4.1; D: -3.4; E: 0.0; F: -2.1; G: -4.0; H: 2.0; I: -1.5; J: 8.5

(10) O=C(NCc1ccccn1)c1ccc(CNS(=O)(=O)c2cccc(C(F)(F)F)c2)cc1
  A: 1.8; B: -3.2; C: -7.6; D: -1.6; E: 0.0; F: -3.3; G: 12.4; H: -2.4; I: 13.0; J: 2.4

(11) CCOC(=O)c1cc2c(ccc3ccccc32)oc1=O
  A: -0.4; B: 0.4; C: 11.2; D: -17.0; E: -0.1; F: i; G: 6.9; H: 6.0; I: 2.0; J: -3.1

(12) COc1ccc(S(=O)(=O)N(C)C)cc1NC(=O)c1ccc2c(c1)NC(=O)C(C)S2 (stereo not drawn)
  A: 1.0; B: 8.6; C: -2.9; D: -2.1; E: 0.6; F: -12.2; G: 4.1; H: 2.6; I: -8.5; J: 6.2

(13) CCN(C(=O)CSc1nnc(CNc2cccc(OC)c2)n1C1CCCCC1)C1CCS(=O)(=O)C1 (stereo not drawn)
  A: -2.4; B: 2.5; C: -8.8; D: 2.4; E: -0.1; F: -0.7; G: 9.7; H: -5.5; I: -1.0; J: -2.6

(14) CC1(C(=O)NCc2ccccc2)CCC(=O)N1CCOc1ccccc1 (stereo not drawn)
  A: nt; B: -2.8; C: 8.9; D: -0.5; E: -0.3; F: -7.8; G: 9.4; H: -1.8; I: -5.9; J: 1.8

(15) CCC(=O)c1cn(/C(=C\C(=O)OC(C)(C)C)CCC(OC)OC)cc1CC
  A: -0.8; B: -4.8; C: -2.9; D: 4.3; E: 0.5; F: 0.6; G: -1.7; H: -8.2; I: -12.7; J: -0.5

Reformatted screen by screen: part of the list above.
#10 O=C(NCc1ccccn1)c1ccc(CNS(=O)(=O)c2cccc(C(F)(F)F)c2)cc1
#11 CCOC(=O)c1cc2c(ccc3ccccc32)oc1=O

Screen / compound no.,10,11
FXN GAA850 act,1.8,-0.4
GC-A act,-3.2,0.4
HGIII-sPLA2 inh,-7.6,11.2
Tn6 DDE FP,-1.6,-17.0
KLK7 zymogen act,0.0,-0.1
ADAM10 inh,-3.3,i
ARFGAP1 inhibitor,12.4,6.9
rCAG binder,-2.4,6.0
ASAP1 inh,13.0,2.0
GC-B act,2.4,-3.1

Next records.
Short forms: A = FXN GAA850 act; B = GC-A act; C = HGIII-sPLA2 inh; D = Tn6 DDE FP; E = KLK7 zymogen act; F = ADAM10 inh; G = ARFGAP1 inhibitor; H = rCAG binder; I = ASAP1 inh; J = GC-B act
(16) CCOc1ccc(CN2CCN(Cc3c(C)nn(CC)c3C)CC2CCO)cc1 (stereo not drawn)
  A: 1.5; B: 4.0; C: 1.6; D: 2.3; E: -0.3; F: 1.9; G: -6.1; H: -3.7; I: -0.6; J: 6.8

(17) Cc1cc(-c2csc(N)n2)c(C)n1C
  A: 0.1; B: -0.5; C: 0.7; D: -0.3; E: 0.8; F: 6.8; G: -0.9; H: 12.8; I: 12.7; J: -2.0

(18) C=CCC(=O)N1CCCC(CNC(=O)c2ccc(-c3ccccc3)cc2)C1 (stereo not drawn)
  A: -0.5; B: 6.2; C: -6.3; D: 1.3; E: 0.6; F: 2.5; G: -7.3; H: -4.8; I: -6.5; J: 1.0

(19) C=CCN1N=C(c2ccc(Cl)s2)CSC1=O
  A: 2.4; B: -2.8; C: 2.5; D: -2.2; E: 0.3; F: 0.5; G: 6.8; H: -6.6; I: -7.7; J: -2.9

(20) COC(=O)[C@]12CCCCC=C1N(Cc1cccc3ccccc13)C(=O)[C@H](CC(=O)N1CCN(C(=O)C3CC3)CC1)C2
  A: nt; B: 1.0; C: -11.5; D: -1.1; E: 0.8; F: 4.6; G: -4.3; H: 6.6; I: -7.4; J: -4.2

(21) CN(C)S(=O)(=O)c1ccc(N2C(=O)CC2(/C=C/c2ccccc2)C(=O)NC2CCCC2)cc1 (stereo not drawn)
  A: 1.4; B: 3.1; C: 0.7; D: 3.8; E: -0.4; F: -4.3; G: -3.2; H: -1.3; I: 5.9; J: -5.8

(22) Cc1ccc(NC(=O)C2c3ccccc3-c3ccccc32)cc1
  A: nt; B: -3.9; C: -19.8; D: -7.2; E: -1.0; F: 13.5; G: -2.7; H: 2.7; I: -0.6; J: -2.6

(23) CC(C)CN(C(=O)CN(C)C(=O)Cc1ccc(Cl)cc1)c1c(N)n(CC(C)C)c(=O)[nH]c1=O
  A: 0.5; B: 0.7; C: 4.5; D: -1.4; E: 0.5; F: -2.9; G: -13.5; H: -2.3; I: -2.2; J: 0.2

(24) O=C(/C=C/c1ccc(O)c(O)c1)OC1C(O)CC(OC(=O)/C=C/c2ccc(O)c(O)c2)(C(=O)O)CC1O (stereo not drawn)
  A: 0.7; B: -1.3; C: 14.3; D: 0.9; E: 0.8; F: 8.2; G: 11.0; H: 4.7; I: 1.0; J: 2.2

(25) CC(C)c1ccc(/C=C/C(=O)NNC(=O)c2cccnc2)cc1
  A: 1.8; B: -0.2; C: -9.8; D: 3.5; E: 0.2; F: -2.7; G: -2.8; H: 3.3; I: -1.5; J: -0.1

(26) CC(=O)N1CCc2c(sc(NC(=O)Cc3ccccc3)c2C(N)=O)C1
  A: -0.1; B: -2.6; C: -3.5; D: 5.7; E: -0.4; F: -115.4; G: -6.6; H: 5.8; I: 13.7; J: 0.2

(27) Cc1ccc(S(=O)(=O)NCCC(=O)N2CCN(C/C=C/c3ccccc3)CC2)cc1
  A: 0.1; B: 9.1; C: -22.2; D: -7.0; E: 0.0; F: -4.6; G: -5.3; H: -0.5; I: 7.6; J: 4.6

(28) CC(C)(Oc1ccc(CCNC(=O)c2ccc(-c3ccc(Cl)cc3)o2)cc1)C(=O)O
  A: 0.7; B: 1.4; C: -7.5; D: -0.3; E: 0.2; F: -6.0; G: 3.2; H: 24.8; I: -8.6; J: -4.0

(29) COc1ccc(C2=CC(c3c(C)nn(-c4ccccc4)c3Cl)n3nnnc3N2)cc1OC (stereo not drawn)
  A: -0.4; B: -0.9; C: -15.9; D: 9.2; E: 2.9; F: -48.1; G: -7.7; H: 3.9; I: -10.1; J: -8.4

(30) O=C1c2ccccc2C(=O)N1CCC(O)C[N+](=O)[O-] (stereo not drawn)
  A: 0.5; B: -0.6; C: 4.2; D: 1.4; E: -0.2; F: -3.0; G: 2.6; H: 5.4; I: -2.2; J: 1.3

(31) COc1ccc(-c2[nH]c3ccccc3c2SCCNC(=O)c2ccccc2)cc1
  A: 22.1*; B: -3.1; C: -18.8; D: -6.9; E: 0.4; F: -3.3; G: 2.5; H: 5.1; I: 19.8; J: -6.1

(32) Cc1ccc(F)c(S(=O)(=O)NC(=O)C2(C)CCN2C(=O)Cc2ccsc2)c1 (stereo not drawn)
  A: 0.4; B: 5.3; C: 6.2; D: -11.5; E: -0.2; F: -2.2; G: -6.2; H: 4.3; I: -8.9; J: 0.6

(33) COc1cccc(Cn2nnc(C(=O)Nc3cc(Cl)ccc3OC)c2N)c1
  A: 0.3; B: 4.5; C: -13.9; D: 7.5; E: 0.3; F: 1.5; G: 0.2; H: 4.2; I: -2.9; J: 3.4

(34) CC(C)(C)C(=O)NC1(C(F)(F)F)NC(=O)N(c2ccc(F)cc2)C1=O (stereo not drawn)
  A: -0.5; B: -0.1; C: 6.5; D: 2.5; E: 0.1; F: -6.0; G: -1.8; H: -5.0; I: -1.9; J: 1.6

(35) O=C(N/N=C/c1ccc(C(F)(F)F)cc1)c1ccncc1
  A: 2.9; B: 6.4; C: 5.2; D: 5.4; E: -0.5; F: 0.1; G: 1.1; H: -3.1; I: -11.2; J: -3.9

(36) CCOc1ccc(S(=O)(=O)Nc2ccc(C(=O)NCC3(N4CCCCC4)CCCCC3)cc2)cc1
  A: -1.4; B: -3.2; C: -23.8; D: 8.3; E: 0.5; F: 5.5; G: 1.9; H: 0.3; I: -15.9; J: 4.0

(37) CSc1nc2c(c(=O)[nH]1)C(c1ccc(Cl)cc1)CC(=O)N2 (stereo not drawn)
  A: -0.8; B: -6.4; C: 10.6; D: -5.8; E: 0.8; F: -9.4; G: 1.0; H: -0.8; I: 13.0; J: 2.6

(38) CN(C)S(=O)(=O)c1cc(C(=O)Nc2ccccc2C(=O)NC2CC2)ccc1Cl
  A: 0.3; B: -2.5; C: 1.0; D: 7.5; E: -0.8; F: -11.2; G: 3.0; H: 4.5; I: 5.0; J: -1.1

Screening data: PubChem, several laboratories
